# GAA inhib = inhibitors of human lysosomal alpha-glucosidase; P10253; purified human GAA, 4-MU-alpha-glucoside fluorescence; Potency, µM (doses to about 76.9 µM), inactives show at the top dose activity change, negative = inhibition, usual class: inhibitors; hit rate 0.005% among 200,000;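 further: plate controls were uninhibited enzyme wells for no effect and no-enzyme background for full effect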
#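 Fluorescence at Ex 365/Em 440 nm from 4-methylumbelliferone reported enzyme activity after 20 min at room temperature. Reactions used 4 nM enzyme and 400 uM substrate at pH 5.0; curves fitted with the Hill equation.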
# aGal spleen mod = inhibits or activates alpha-galactosidase in human spleen homogenate; Potency, µM (series often up to 80 µM), without a hit: at the top dose activity change, negative = inhibition, hits mostly inhibitors; human spleen homogenate, 4MU-alpha-Gal fluorescence, 40 min; AID 2107; hit rate 0.008% among 240,000;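 further: 0% = enzyme with vehicle and -100% = no enzyme basal signal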
# Target sequence (P06280 32-429 limits assumed): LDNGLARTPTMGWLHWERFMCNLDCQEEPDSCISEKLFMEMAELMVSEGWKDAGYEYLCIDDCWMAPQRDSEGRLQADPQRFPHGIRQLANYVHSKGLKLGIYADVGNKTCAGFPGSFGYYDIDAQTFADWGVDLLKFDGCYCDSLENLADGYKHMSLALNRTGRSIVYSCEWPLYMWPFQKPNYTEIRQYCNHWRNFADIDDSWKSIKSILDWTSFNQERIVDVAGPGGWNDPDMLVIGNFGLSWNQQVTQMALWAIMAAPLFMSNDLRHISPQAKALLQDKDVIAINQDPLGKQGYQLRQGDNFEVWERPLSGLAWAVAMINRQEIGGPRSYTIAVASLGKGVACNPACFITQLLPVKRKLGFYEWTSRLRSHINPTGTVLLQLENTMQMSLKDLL
#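 qHTS titration in buffer at pH 5.0. Alpha-galactosidase activity in spleen homogenate was measured via 4-methylumbelliferone release from 1 mM fluorogenic substrate after 40 min at 37C and a pH 10 stop. AC50 came from Hill fits of control-normalized data.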
# GAA spleen mod = inhibitors or activators of human alpha-glucosidase in spleen homogenate; hit rate 0.006% among 240,000; human spleen homogenate, 4-MU-alpha-glucoside fluorescence; Potency, µM (titrated, usually from 79.9 µM), inactives show top-dose activity change, negative = inhibition, hits mostly inhibitors;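 further: 0% = enzyme with vehicle and -100% = no enzyme basal signal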
#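 Human spleen homogenate (1 ug) with 4-methylumbelliferyl-alpha-D-glucopyranoside (1 mM final) in 50 mM citrate/phosphate pH 5.0, 0.01% Tween-20; 40 min at 37 C. Stopped at pH 10; 4-MU fluorescence Ex 365/Em 440 nm; AC50 by Hill fit.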
# Tau fluor counter = counter-screen for tau fibril formation inhibitors; tau K18 P301L Alexa594 fluorescence, heparin fibrillization; Potency, µM (titrated, usually from 57.7 µM), without a hit: at the highest dose activity change, negative = decrease; hit rate 0.93% among 280,000; further: on the % scale 0 is the no-effect control and ±100 the full control effect; nearly all actives have a fitted effect of over 55% in size
#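 Human K18 P301L tau (15 uM unlabeled plus 0.24 uM Alexa 594-labeled, final) in 100 mM sodium acetate pH 7 was mixed with compound and 20 uM heparin and incubated 6 hr at 37 C.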
# Tau FP inhib = tau fibrillization inhibition (FP); AID 1468; Potency, µM (titrated, usually from 57.7 µM), for inactives: at the highest dose activity, negative = inhibition, actives largely listed as inhibitors; K18 P301L tau heparin fibrillization, Alexa594 FP, 6 h; hit rate 0.39% among 280,000; further: on the % scale 0 is the no-effect control and ±100 the full control effect; nearly all actives have a fitted effect of over 55% in size
# Target sequence (P10636 561-689 P618L limits assumed): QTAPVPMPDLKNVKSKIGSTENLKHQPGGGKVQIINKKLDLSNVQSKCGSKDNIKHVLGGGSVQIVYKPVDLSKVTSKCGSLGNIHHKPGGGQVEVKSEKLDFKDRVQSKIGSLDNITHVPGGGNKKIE
#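 Human K18 P301L fragment (15 uM unlabeled plus 0.24 uM Alexa 594-labeled) in 100 mM sodium acetate pH 7 with compound, aggregation induced by 20 uM heparin for 6 hr at 37 C. ThT (30 uM) added for 1 hr, then Alexa 594 FP read.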
# GAA glycogen = inhibitors or activators of human alpha-glucosidase glycogen cleavage. recombinant GAA, glycogen substrate, Amplex Red glucose oxidase fluorescence. Potency, µM (titrated, usually from 76.4 µM), without a hit: at the highest dose activity change, negative = inhibition, usual class: inhibitors. hit rate 0.38% among 300,000. AID 2100;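 further: 0% = full enzyme reaction and -100% = no-enzyme basal signal; the screen sought inhibitors and activators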
#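 qHTS, 1536-well; enzyme 4 nM final; cpd up to 77 uM; substrate bovine liver glycogen 30 ug; 50 mM citrate/phosphate pH 5.0, 0.01% Tween-20; 37 C, 40 min; Amplex Red detection 45 min RT; Hill fit → AC50.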
# HTT cytoprotect = cytoprotection in Huntington HTT-Q103 PC12 cell model. PC12 HTT-Q103 induced, cytoprotection, ATP luminescence, 40 h. Potency, µM (top dose mostly 56.4 µM), inactives show cytoprotection (ATP increase), hits mostly activators. hit rate 0.14% among 230,000. AID 1471;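 further: % of control where 0% means no effect; nearly all actives have a fitted effect of over 45% in size; toxic huntingtin expression switched on by the ecdysone agonist tebufenozide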
#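 Quantitative HTS on tebufenozide-induced (100 nM) PC12 cells expressing HTTQ103 exon 1–GFP; compounds tested as a concentration series; survival measured via cellular ATP.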
# Tau ThT inhib = tau fibrillization inhibition (ThT binding). P10636. recombinant tau K18 P301L (four-repeat tau fragment), heparin-induced fibrillization, ThT fluorescence. Potency, µM (series often up to 57.4 µM), for the others: top-dose activity, negative = inhibition, actives largely listed as inhibitors. hit rate 2.1% among 270,000. AID 1460; further: on the % scale 0 is the no-effect control and ±100 the full control effect; nearly all actives have a fitted effect of over 55% in size
#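 Heparin-induced fibrillization of the P301L-mutant K18 repeat-domain fragment of human tau was followed by ThT binding in quantitative high-throughput format.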
# * hit, by the source's call; ? = inconclusive; . = no result given; & = joins results of further samples; [ ] = another dose, or the depositor's remark. The call rests on the fitted dose curve; in most records, active means well fitted curve in the direction sought with a large enough effect; inconclusive means small, poorly fitted or top-dose-only effect, or another doubt; inactive means no such curve, though single readings can be large; an effect the other way counts as inactive or inconclusive. Potency means the concentration at half of the fitted maximal effect.
# Start of the listing, in advance (2 entries):
no.	SMILES	GAA inhib	aGal spleen mod	GAA spleen mod	Tau fluor counter
1	CC(C)(C)n1cnc2cc(NS(=O)(=O)c3ccc(Br)cc3)ccc21	-5%	1%	-4%	-18%
2	CC1CN(c2ncnc3c2c(-c2ccccc2)cn3-c2ccc(F)cc2)CC(C)O1 (stereo unspecified)	-4%	-2%	.	-3%

no.	Tau FP inhib	GAA glycogen	HTT cytoprotect	Tau ThT inhib
1	4%	2%	14%[10 µM]	-17%
2	-2%	-12%	-13%	-12%

# The listing, from the start:
no.	SMILES	GAA inhib	aGal spleen mod	GAA spleen mod	Tau fluor counter
1	CC(C)(C)n1cnc2cc(NS(=O)(=O)c3ccc(Br)cc3)ccc21	-5%	1%	-4%	-18%
2	CC1CN(c2ncnc3c2c(-c2ccccc2)cn3-c2ccc(F)cc2)CC(C)O1 (stereo unspecified)	-4%	-2%	.	-3%
3	CCCCCC(=O)Nc1cccc(C2=NOC3(C2)C[C@H](C(N)=O)N(C(=O)COc2ccc(Cl)cc2)C3)c1 (stereo partly specified)	.	-25%	-11%	-12%
4	O=C(Nc1nc2ccccc2n1CCN1CCCCC1)c1ccco1	-4%	3%	-6%	-9%
5	CCN(CC)c1ccc(/C=C2\CCC(/C=C(\C#N)C(=O)Nc3ccccc3F)=C2N2CCOCC2)cc1	-5%	-9%	-16%	?
6	NC(=O)Nc1ccc(F)cc1	-4%	-3%	-4%	-3%
7	CCc1c(C)c2cc3c(c(C)c2oc1=O)OCN(CCc1ccc(OC)c(OC)c1)C3	.	.	.	-16%
8	O=c1c(Cc2ccc(F)cc2)c(O)ccn1Cc1cccc(Cl)c1	5%	-3%	-2%	-7%
9	Cc1cccc(C2NC(=O)c3c(sc(C)c3C)N2)c1O (stereo unspecified)	4%	2%	-1%	-14%
10	Cc1cc(C)nc(N/N=C/c2ccc(Cl)cc2)n1	.	-1%	0%	6%
11	CCCN(CCC)S(=O)(=O)c1ccc(C(=O)Nc2cc3oc4ccccc4c3cc2OC)cc1	9%	-3%	0%	-24%
12	Cc1ccc2cccc(NC(=O)C(C)Oc3ccc(Cl)cc3Cl)c2n1 (stereo unspecified)	.	.	.	-29%

no.	Tau FP inhib	GAA glycogen	HTT cytoprotect	Tau ThT inhib
1	4%	2%	14%[10 µM]	-17%
2	-2%	-12%	-13%	-12%
3	7%	1%	-13%[10 µM]	-4%
4	-7%	2%	-8%[10 µM]	-7%
5	?	7%	1%[1.9 µM]	?
6	5%	-2%	6%	-9%
7	-8%	13%[76.3 µM]	.	-18%
8	2%	1%	-8%[10 µM]	-3%
9	-10%	?	-8%	16µM*
10	5%	-12%	-4%[10 µM]	-4%
11	?	6%	4%[10 µM]	-4%
12	-11%	-5%[76.3 µM]	.	-16%

# More records.
no.	SMILES	GAA inhib	aGal spleen mod	GAA spleen mod	Tau fluor counter
13	O=C(Cn1c(CN2CCCCC2)nc2ccccc2c1=O)NCc1ccco1	7%	-2%	8%	-1%
14	COc1ccc2c(c1OC)C(=O)O[C@H]2C1c2c(cc3c(c2OC)OCO3)CCN1C (stereo partly specified)	.	8%&14%	5%&7%	-17%&0%
15	COc1ccccc1N1CCN(C(=O)c2cn(C)c3ccc(S(=O)(=O)N4CCOCC4)cc3c2=O)CC1	.	.	.	-7%
16	O=C(NN=C1C2CC3CC(C2)CC1C3)c1cc(Cl)ccc1O	-3%	11%	4%	6%
17	Nc1nc(NCC2CCCO2)nc(Nc2ccccc2F)c1[N+](=O)[O-] (stereo unspecified)	.	11%	-1%	-15%
18	COc1ccc(-c2c(C)nn3c4c(cnc23)C(=O)CC(c2ccc(C)cc2)C4)cc1 (stereo unspecified)	.	.	.	-15%
19	CCN1CCN(C(=O)CN(c2cc(OC)ccc2OC)S(C)(=O)=O)CC1	?	-9%	0%	-3%
20	CCCCSc1nc(O)c(Cc2ccccc2)c(=O)[nH]1	-3%	6%	-4%	-14%
21	c1ccc(-c2csc3nnc(SCc4ccc5c(c4)OCCO5)n23)cc1	4%	5%	3%	-4%
22	S=C1Nc2ccccc2Sc2ccc(Cl)cc21	7%	2%	-3%	4%
23	Cc1cccc(NC(=O)CCOc2ccccc2)c1	-7%	-6%	-8%	-20%
24	Cc1nnc(NC(=O)NC(C)N2C(=O)C3C4C=CC(C4)C3C2=O)s1 (stereo unspecified)	1%	-3%	0%	-8%

no.	Tau FP inhib	GAA glycogen	HTT cytoprotect	Tau ThT inhib
13	1%	1%	-3%	-6%
14	?	.	22%[1.9 µM]	-11%&-1%
15	-11%	13%[76.3 µM]	.	-6%
16	2%	13µM*	-15%	-1%
17	2%	-1%	18%[10 µM]	.
18	-12%	3%[76.3 µM]	.	-4%
19	5%	6%	0%[10 µM]	4%
20	?	9%	10%	-6%
21	2%	1%	0%	-7%
22	5%	-1%	-4%[10 µM]	11%
23	-5%	-16%	-5%	-23%
24	9%	14%	-20%	-8%

# Following part:
no.	SMILES	GAA inhib	aGal spleen mod	GAA spleen mod	Tau fluor counter
25	COc1ccc(Nc2nc(N)nc(CSC(=S)N3CCOCC3)n2)cc1	-9%	1%	-1%	-14%
26	CC1=NN(C(=O)CCc2ccccc2O)C(O)(C(F)(F)F)C1 (stereo unspecified)	0%	0%	-4%	1%
27	CCOC(=O)CCN1C(=O)[C@H]2[C@H]3[C@H](O)[C@H](O)C/C(=N/NC(=O)OCC)[C@@H]3CC[C@@H]2C1=O	.	7%[17.5 µM]	-1%[17.4 µM]	-26%[11.6 µM]
28	Cc1ccc(C2=NNC(=O)C(P(=O)(c3ccccc3)c3ccccc3)C2)cc1 (stereo unspecified)	2%	-1%	-1%	5%
29	COc1ccc2nc(SCC(=O)NCC(F)(F)F)[nH]c2c1	1%	-3%	-1%	0%
30	Cc1ccc(CN=C2Nc3ccccc3CS2)cc1	1%	8%	0%	-24%
31	CCOC(=O)CN1C(=O)C2(OCCCO2)c2ccccc21	-7%	11%	-7%	1%
32	O=C(O)CCCCCn1c(SCC(=O)c2ccc(O)c(O)c2)nc2ccsc2c1=O	-3%	-9%	-12%	-16%
33	O=C1Nc2c(c(=O)[nH]c(=O)n2-c2ccccc2)C(C(F)(F)F)(C(F)(F)F)N1	-11%	8%	3%	-5%
34	CC1CCc2c(sc3nc(CSc4nnnn4C)[nH]c(=O)c23)C1 (stereo unspecified)	-2%	-1%	-4%	3%
35	Cc1ccccc1Nc1c(-c2ccc(N3CCOCC3)cc2)nc2cccc(C)n12	.	.	.	?
36	c1coc(-c2nnc3sc(Cc4cccs4)nn23)c1	4%	-4%	-2%	-18%

no.	Tau FP inhib	GAA glycogen	HTT cytoprotect	Tau ThT inhib
25	2%	9%	-26%	-12%
26	2%	18%	10%[10 µM]	-5%
27	-16%[11.6 µM]	.	-41%[inhibitor][10 µM]	-17%[11.5 µM]
28	2%	0%	-30%[inhibitor]	-1%
29	-3%	4%	4%	-2%
30	4%	3%	-89%[inhibitor]	-17%
31	9%	0%	-13%	-9%
32	0%	0%	.	?
33	-4%	4%	4%	1%
34	9%	8%	-20%[10 µM]	-4%
35	7%	?	.	?
36	0%	0%	-52%[inhibitor][10 µM]	?

# Next records:
no.	SMILES	GAA inhib	aGal spleen mod	GAA spleen mod	Tau fluor counter
37	COCCCNC(=O)Cn1cc(C(=O)C2CC2)c2ccccc21	-6%	2%	-6%	5%
38	CS(=O)(=O)n1nc(OC(=O)c2cccc3ccccc23)cc1N	-2%	-8%	-3%	-17%
39	OC1(c2ccc(Cl)cc2)CCN(Cc2nc(-c3cnccn3)no2)CC1	?	4%	-12%	-1%
40	CCn1c(C)nc2cc(S(=O)(=O)C(F)(F)F)ccc21	-12%	3%	7%	-4%
41	CCc1c(C)[nH]c2ccc(C)cc2c1=O	3%	-3%	-2%	2%
42	O=C(Nc1ccc(Br)cc1)N1CCCCCCC1	-14%	4%	7%	-4%
43	O=c1cc[nH]c2c(Cl)cccc12	0%	-6%	-2%	-17%
44	CCOc1cccc2sc(N(CCN(C)C)C(=O)c3ccc(Br)s3)nc12	10%	-4%	2%	-7%
45	COc1ccc(NC(=O)CN(C)S(=O)(=O)c2ccc(Cl)cc2)c([N+](=O)[O-])c1	-6%	-4%	6%	-1%
46	CCSc1ccccc1C(=O)N1CCCC1	1%	4%	0%	-1%
47	CCOc1ccc(C(=O)OCC(=O)c2c(N)n(C)c(=O)n(C)c2=O)cc1OCC	1%	-5%	3%	-4%
48	CC(=O)NC(Cc1c[nH]c2ccccc12)C(=O)OCC(=O)Nc1ccc2c(c1)OCO2 (stereo unspecified)	-10%	-15%	3%	-8%

no.	Tau FP inhib	GAA glycogen	HTT cytoprotect	Tau ThT inhib
37	-3%	2%	-5%	0%
38	-2%	1%	-5%	?
39	-7%	-15%	-2%	0%
40	-3%	2%	16%[1.9 µM]	-12%
41	5%	4%	-3%	-4%
42	7%	6%	-20%	-10%
43	0%	-4%	10%[10 µM]	-13%
44	2%	-29%	-15%	-6%
45	-2%	-3%	-8%	4%
46	4%	3%	5%	-4%
47	-6%	4%	1%	-4%
48	14%	6%	-5%[4.97 µM]	-7%

# (continued)
no.	SMILES	GAA inhib	aGal spleen mod	GAA spleen mod	Tau fluor counter
49	O=C(Nc1nncs1)C1(c2ccccc2)CCCC1	-8%	7%	3%	0%
50	Cc1ncsc1CCSc1n[nH]c(=O)n1-c1ccccc1	-2%	-4%	-8%	1%
51	O=c1c2ccccc2nc2ccc(NCc3ccco3)nn12	12%	-4%	-3%	-22%
52	Cc1cccc(N(Cc2cc3ccccc3[nH]c2=O)S(C)(=O)=O)c1	-5%	-2%	-10%	-21%
53	CCCNC(=O)CN(c1ccc(F)c(Cl)c1)S(C)(=O)=O	-7%	9%	-11%	-3%
54	Cc1ccc(-c2cc(C(=O)N/N=C/c3c(C)nn(C)c3C)c3ccccc3n2)c(C)c1	?	-15%	3%	-25%

no.	Tau FP inhib	GAA glycogen	HTT cytoprotect	Tau ThT inhib
49	1%	-4%	0%	0%
50	-4%	0%	7%[10 µM]	-9%
51	22µM*	11%	-64%[inhibitor]	18µM*
52	3%	-4%	20%	-18%
53	-9%	6%	13%	-7%
54	5%	6%	-41%[inhibitor]	-14%

# Screening results from PubChem BioAssay.
